Bioassay records: PubChem BioAssay, several laboratories
Phagocyt inh – blocks phagocytosis by macrophages; AID 1029; 110,000 tested, 0.07% active; inhibition, % at 5 µM; J774A.1 macrophage IgG-bead phagocytosis, imaging;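 active = inhibition above the mean of the plate negative controls plus 5 SD, cut at about 13% in these data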;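 note: phagocytic index as fraction of beads internalized from green versus red external bead signal; plate controls were DMSO negative control for no effect and cytochalasin-D positive control for full effect; some results beyond the cut were filed as inactive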
MRP1 act – activates MRP-1; H69AR cells + doxorubicin, viability rescue, CellTiter-Glo; viability increase, % at 10 µM; 140,000 tested, 0.61% active;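 active = viability gain under doxorubicin at or above a set limit, the compound median plus 3 SD, cut at about 4.7% in these data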;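 note: MRP-1 overexpressing cells given doxorubicin 25 µM after compound pretreatment; 18-22 h compound pretreatment then 72 h with doxorubicin before readout; 0% = doxorubicin-only wells and 100% = vehicle-treated cells without doxorubicin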
Yeast lifespan up – yeast lifespan extension; S. cerevisiae growth with nicotinamide, OD615; deaD strain in restrictive glucose medium; inhibition of the nicotinamide effect, % at 10 µM; 130,000 tested, 0.68% active; AID 775;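 active = inhibition above a set limit, placed 3 SD over the median of all compounds, cut at about 26% in these data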;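 note: 0% = nicotinamide-treated wells and 100% = cells grown without nicotinamide; some compounds called inactive have numbers as strong as hits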
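assay system = DeaD-strain S. cerevisiae | measured by = absorbance at 615 nm | probe or stimulus = nicotinamide 1.5 mM | buffer or medium = CSMM-D glucose medium, restrictive | times = 48 h at 30 °C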
NPY Y2 blocker – NPY-Y2 (human) receptor antagonism. 140,000 tested, 0.99% active. NPY-Y2 expressing cells, antagonist mode. inhibition, % at 2.7 µM. P49146. AID 793; in the data active = inhibition above about 17%;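 note: 0% = vehicle with agonist challenge and 100% = reference antagonist with challenge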
Target sequence (P49146 whole entry, looked up): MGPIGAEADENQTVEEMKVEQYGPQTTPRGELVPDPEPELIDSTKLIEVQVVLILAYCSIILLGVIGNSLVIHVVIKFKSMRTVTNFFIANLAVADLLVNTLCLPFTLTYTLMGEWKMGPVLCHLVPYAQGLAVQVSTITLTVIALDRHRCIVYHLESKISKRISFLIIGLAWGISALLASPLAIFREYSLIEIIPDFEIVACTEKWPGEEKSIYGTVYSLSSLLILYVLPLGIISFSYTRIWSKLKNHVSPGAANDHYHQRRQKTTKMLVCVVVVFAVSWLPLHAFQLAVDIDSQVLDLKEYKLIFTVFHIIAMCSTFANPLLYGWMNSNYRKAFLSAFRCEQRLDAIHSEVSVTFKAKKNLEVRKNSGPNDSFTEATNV
BB579 growth dn – reduces growth of yeast BB579 in restrictive medium; S. cerevisiae BB579 growth, OD615, 48 h; inhibition, % at 10 µM; 140,000 tested, 0.51% active;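 active = inhibition above a set limit, 3 SD over the mean compound inhibition, cut at about 44% in these data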; note: inactives centre near -24
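Detection: OD615 turbidity measurement; Material: Saccharomyces cerevisiae DeaD strain BB579, replicative lifespan model yeast; Timing: 48 h exposure, 30 °C; Doses: single 10 µM dose; Medium: CSMM-D restrictive synthetic medium containing dextrose (glucose); Controls: amphotericin B at 10 µg/mL as positive control.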
PTEN del growth – suppresses growth of cells with PTEN deletion | HCT116 PTEN-null viability, CellTiter-Glo, 60 h; hits give low values | viability, % at 10 µM | 140,000 tested, 1.2% active | AID 827;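 active = viability at or below a set limit, 4 SD under the median of all tested compounds, cut at about 3.7% in these data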;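 note: PTEN knockout HCT116 line with beta catenin targeted HCT116 as companion control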
GALR2 blocker – blocks the human galanin receptor 2; inhibition, % at 4 µM; 140,000 tested, 0.39% active; GALR2-expressing cells, antagonist mode; O43603; AID 828; in the data active = inhibition above about 27%;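 note: cells stimulated with galanin 1-16 at roughly its EC80; 0% = agonist challenge control and 100% = basal control without agonist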
Target sequence (O43603 whole entry, looked up): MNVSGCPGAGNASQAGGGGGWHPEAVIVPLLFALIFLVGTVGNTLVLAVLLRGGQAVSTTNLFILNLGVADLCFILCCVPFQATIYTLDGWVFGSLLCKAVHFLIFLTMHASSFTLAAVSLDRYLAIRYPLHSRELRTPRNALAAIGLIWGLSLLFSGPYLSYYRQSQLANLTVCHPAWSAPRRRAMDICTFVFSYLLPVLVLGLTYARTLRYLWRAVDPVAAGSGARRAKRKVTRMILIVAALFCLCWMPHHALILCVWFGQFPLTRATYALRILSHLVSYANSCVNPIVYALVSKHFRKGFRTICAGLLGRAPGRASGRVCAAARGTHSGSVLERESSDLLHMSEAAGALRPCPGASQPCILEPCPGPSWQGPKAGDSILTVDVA
HCT116 bCat-KO – beta-catenin-lacking colon tumor cell growth suppression. viability, % at 10 µM. HCT116 beta-catenin knockout viability, CellTiter-Glo, 60 h; hits give low values. AID 818. 140,000 tested, 1.5% active;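 active = viability at or under a set limit, the compound median less 4 SD, cut at about 6% in these data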;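 note: 0% = Hyamine 1622 control at 20 µM and 100% = untreated cell control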
E-sel TNF inh – TNF alpha driven E-selectin expression inhibition. HUVEC TNFa-induced E-selectin immunofluorescence, high content. inhibition, % at 2 µM. 120,000 tested, 0.71% active;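 active = inhibition above the batch mean plus 3 SD, and confirmed as a hit on visual image review, cut at about 43% in these data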;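 note: 0% = TNF-stimulated DMSO wells and 100% = unstimulated control wells; not every result past the cut was called active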
Measles CPE – protection of cells from measles virus | 140,000 tested, 1.5% active | protection (pct of control), % at 4 µM | Measles virus-infected cells, CPE protection, absorbance; in the data active = protection mostly above about 24%, no sharp cut-off; inactive = mostly below about 26%; note: some compounds called inactive have numbers as strong as hits
* marks the source's active call; other numbers are inactive results; . = no result given.

SMILES	Phagocyt inh	MRP1 act	Yeast lifespan up	NPY Y2 blocker	BB579 growth dn	PTEN del growth	GALR2 blocker	HCT116 bCat-KO	E-sel TNF inh	Measles CPE
Cc1ccc2nc(NC(=O)c3cc(-c4ccco4)nc4ccccc34)sc2c1	-12	0.5	-4	56*	3	43	-2	52	-5	6
COC(=O)C1=CN(CC2CCCO2)C=C(C(=O)OC)C1c1ccsc1 (stereo not given)	-3	-3.3	3	1	-19	92	-1	90	-25	5
O=C(O)c1cccc(-n2nnnc2SCc2ccccn2)c1	6	-0.8	-6	1	10	103	2	98	-24	7
O=C(NC1CCCCCC1)C1CCN(S(=O)(=O)c2ccccc2)CC1	2	-0.2	-9	3	-30	100	-3	105	-6	10
CC(=O)Nc1ccc(NS(=O)(=O)c2ccc(Cl)c(C(=O)O)c2)cc1	-2	-0.5	-11	3	-42	106	-1	89	27	3
Clc1cccc(Oc2cnns2)c1Cl	-4	-2.9	-9	2	-2	85	-7	89	-13	7
O=C(N1CCOCC1)n1cnc2ccccc21	.	-2.4	.	2	-38	96	-5	99	4	8
CCOC(=O)CNC(=O)C1c2ccccc2C(=O)N(c2ccc(OC)cc2)C1c1ccc(OC)cc1 (stereo not given)	2	-2.9	-8	2	-18	78	-8	82	-4	6
COc1ccc(OC)c(-n2cnc3cc(C(=O)O)ccc32)c1	-4	-0.3	-9	-1	14	95	12	108	-10	1
Cc1cc2c3c(c1)C1(SCC(=O)N1c1ccc(F)cc1)C(=O)N3C(C)(C)CC2C (stereo not given)	-1	-1.6	-6	8	-23	72	-18	76	12	23
Cc1ccccc1Cc1c(C)nc2c(C(=O)NCc3ccco3)cnn2c1C	-1	-3.4	-10	6	-46	81	-5	85	-34	3
Clc1ccc(Cl)c(-c2nn3c(COc4ccccc4)nnc3s2)c1	0	-0.8	-6	2	21	95	-6	99	-10	3
Cc1ccc2[nH]c(=O)c(CN(CCc3ccccc3)C(=O)N3CCOCC3)cc2c1	1	-0.7	-9	6	-79	96	-3	101	17	2
COc1cccc2sc(N(C)c3ccccc3)nc12	0	2.1	-10	4	-18	90	8	85	.	4
O=S(=O)(c1ccc2ccccc2c1)N1CCN(C2Cc3ccccc3C2)CC1	-12	0.4	3	11	-40	97	11	89	.	41
Cc1c(Cl)c([N+](=O)[O-])nn1Cc1ccc(C(=O)N/N=C\c2ccccn2)o1	-5	0.1	1	1	-45	90	-9	86	.	3
Cc1cc(C)cc(NC(=O)c2cc(S(=O)(=O)NCc3ccco3)ccc2F)c1	-1	-5.2	-6	0	-34	62	-12	58	-8	22
Cc1cc(C(=O)Cn2ncc(Cl)c(Cl)c2=O)c(C)n1CC(F)(F)F	-11	-6.0	10	3	-16	0.8*	20	0.5*	25	6
Cc1oc(-c2cccs2)nc1CSCC(=O)NC1CC1	-4	-2.0	2	0	-38	92	1	93	15	4
O=C(O)CCC(=O)NCc1ccc(F)cc1	2	-0.8	-2	0	-13	95	-4	98	6	6
CCN(CC)S(=O)(=O)c1cccc(C(=O)NC(Cc2c[nH]c3ccccc23)c2nnc3n2CCCCC3)c1 (stereo not given)	.	-3.0	-19	-1	-7	101	-8	83	12	4
COc1ccc(Cc2nc(-c3ccc(Br)cc3)no2)cc1	0	0.5	-14	10	-20	98	2	92	-34	11
O=C(CSc1nncn1-c1ccccc1)NC1CCCc2ccccc21 (stereo not given)	-7	-2.3	3	1	-29	94	-6	93	1	5
Cc1nn(CCCC(=O)NCc2ccccc2)c(C)c1[N+](=O)[O-]	-6	-1.3	5	3	-33	102	-1	92	-11	12
CCNC(=S)NN(c1ccccc1)c1ccccc1	-1	-2.3	-17	-3	-16	91	-8	92	.	30
CN1CCN(C(=O)Nc2cccc3ccccc23)CC1	1	-3.1	12	-1	-1	108	-16	89	20	5
CC(/C=N/NC(=O)c1nn(C)c(C)c1Br)=C\c1ccccc1	1	7.7*	-3	4	-34	99	1	92	.	10
COCCn1c(SCc2csc(-c3ccccc3)n2)nc2ccccc21	.	-2.7	-7	6	-40	84	-2	86	.	28
O=C(Nc1nc(-c2ccccn2)cs1)c1ccc(Cl)s1	1	-5.6	-13	3	95*	16	26	8	-10	0
Cc1cccnc1NC(=O)/C=C/c1ccc2c(c1)OCO2	-2	1.6	-5	8	-9	101	-2	82	.	30
Cc1ccc(OCC(=O)Nn2c(C)nc3ccccc3c2=O)c(C(C)C)c1	4	1.0	-4	10	-13	85	-1	93	-16	4
O=C(Nc1ccc(Cl)cc1)Nc1nnc(SCc2ccc(Cl)cc2)s1	-6	-0.7	-3	3	-30	67	1	89	.	5
COc1cc(OC)c(C(=O)OC(C)C(=O)Nc2cc(C(F)(F)F)ccc2Cl)cc1OC (stereo not given)	.	-1.3	-2	3	5	91	-8	90	-29	7
CCOC(=O)c1sc(N(Cc2ccccc2)C(=O)CSc2ncn[nH]2)nc1C	-1	3.5	-5	4	-17	91	-7	89	-22	16
CC(=O)c1ccc(NS(=O)(=O)Cc2ccc(Cl)cc2)cc1	-2	0.2	-2	5	-60	110	8	104	21	4
O=C1C2CCCN2C(c2ccc(F)cc2)N1c1nccs1 (stereo not given)	.	-0.9	-5	2	25	93	-18	93	.	33*
COc1cc(C2CC(=O)c3c([nH]c(C(=O)OCCOC(C)C)c3C)C2)cc(OC)c1OC (stereo not given)	-1	-2.6	-11	1	-24	11	20	8	.	15
Cc1cc(NC(=O)c2cc(-c3ccc(C)s3)nc3ccccc23)no1	0	-2.1	-6	6	-11	104	-6	94	-17	2
O=C1Nc2ccccc2C1(O)Cc1ccncc1 (stereo not given)	3	0.2	-6	4	15	100	-5	96	17	2
Cn1c(-c2ccccc2)c[n+]2c1-c1ccccc1C2	-4	1.0	5	1	-6	25	-5	17	-33	24
CC(C)(C)c1ccc(/C=C/C(=O)N2CCN(c3ncccn3)CC2)cc1	0	-1.3	-1	7	-27	83	-16	85	.	24
CCCNC(=O)CS(=O)(=O)Cc1nc(-c2cccc(OC)c2)oc1C	0	-0.4	-7	5	-62	93	9	101	.	8
CCC(=O)N/N=C(\C)CC(=O)Nc1ccccc1-c1ccccc1	.	-0.8	6	1	-33	97	17	91	-14	19
O=C(Nc1cccnc1)Nc1ccccc1Cl	2	0.1	-7	0	-72	103	7	102	.	5
CCCCN(CC)C(=O)c1n[nH]c(=O)c2ccccc12	0	-2.4	-6	3	-36	101	-2	91	13	5

Quoted at random: 2 compounds from above.
SMILES	Phagocyt inh	MRP1 act	Yeast lifespan up	NPY Y2 blocker	BB579 growth dn	PTEN del growth	GALR2 blocker	HCT116 bCat-KO	E-sel TNF inh	Measles CPE
CCOC(=O)CNC(=O)C1c2ccccc2C(=O)N(c2ccc(OC)cc2)C1c1ccc(OC)cc1 (stereo not given)	2	-2.9	-8	2	-18	78	-8	82	-4	6
COc1ccc(Cc2nc(-c3ccc(Br)cc3)no2)cc1	0	0.5	-14	10	-20	98	2	92	-34	11

(next part)
SMILES	Phagocyt inh	MRP1 act	Yeast lifespan up	NPY Y2 blocker	BB579 growth dn	PTEN del growth	GALR2 blocker	HCT116 bCat-KO	E-sel TNF inh	Measles CPE
Cc1c(Cc2ccc3c(c2)OCO3)sc(NC(=O)C(C)(C)C)c1C#N	-1	-4.3	-4	10	-10	40	-9	47	.	4
COc1cc(OC)cc(N(C(=O)C2COc3ccccc3O2)C(C(=O)NC2CCCCC2)c2ccc(O)cc2)c1 (stereo not given)	.	-4.2	1	0	-14	56	-2	52	.	6
O=S(=O)(c1cccc(NC(=S)Nc2ccc(Br)cc2Cl)c1)N1CCOCC1	.	-3.1	-8	0	-20	90	0	94	6	5
O=C(CSc1nc2ccccc2c(=O)n1-c1ccccc1)N1CCc2ccccc21	-7	-1.7	-1	6	3	97	-14	98	-14	2
O=C(CSc1nnc2c3c4c(sc3ncn12)CCCC4)NCc1ccco1	-1	-1.2	-12	8	-52	56	-3	53	.	16
Cc1ccc2nc(-c3ccccc3)cn2c1	.	-0.9	-14	6	-16	47	8	49	.	9
CCOc1ccc(NCc2nnc(SCC(=O)Nc3cc(C)on3)n2-c2ccc(OC)cc2)cc1	-1	-5.0	-7	3	-21	39	-2	42	-17	16
Cc1ccc(NC(=S)NNC(=O)CSc2nc3ccccc3c(=O)n2-c2ccc(C)cc2)cc1	-7	-1.0	0	1	-33	80	18	87	.	4
CCC(CC)C(=O)Nc1cc(C(=O)NCCc2ccccc2)ccc1Cl	.	-0.8	-17	0	-29	90	-4	95	13	32
Cc1ccccc1N(CC(=O)N/N=C/c1ccc(F)cc1)C(=O)c1ccccc1	.	-1.8	-2	0	-1	87	4	85	27	5
Cc1c(NC(=S)NC(=O)c2ccco2)c(=O)n(-c2ccccc2)n1C	-2	-0.9	5	1	5	96	3	87	.	14
CCN(CC(=O)NC1CCS(=O)(=O)C1)S(=O)(=O)c1ccc(C)cc1C (stereo not given)	.	-0.9	4	0	-5	106	22	101	.	12
COc1ccc(Cn2c(-c3ccc(Cl)cc3)c[n+]3ccccc23)cc1	-1	-2.6	-4	1	1	39	2	31	16	25
COC(=O)c1ccc(NC(=O)c2ccc(C)cc2)o1	-1	-3.1	-8	0	-23	92	0	89	9	7
Cc1cc(C)n(-c2ccc(C(=O)Nc3nnc(C4CC4)s3)cc2)n1	-1	-1.3	-10	0	-51	97	0	91	2	4
CCOC(=O)c1cc2c(ccn2C)n1CC(=O)N1CCC(Cc2ccccc2)CC1	0	-5.0	5	5	-33	73	-5	75	96*	21
COc1cccc(NC(=O)COc2ccc(C)cc2)c1	.	-2.7	.	3	-24	111	-1	97	-18	7
O=S(=O)(NCc1cccnc1)c1cccs1	0	-0.6	-16	-2	-47	98	-5	96	54	4
CCOc1ccc(S(=O)(=O)Nc2ccccn2)c2ccccc12	.	-2.4	-9	3	-52	96	3	106	-5	10
CCCN(CCC)CCCNS(=O)(=O)c1ccc2c(c1)oc(=O)n2C	0	-0.5	-1	0	-20	78	-3	82	-4	13
CCN(CCC(=O)Nc1ccc(Br)c(C)c1)Cc1ccccc1	-1	-4.4	-32	4	0	56	4	55	2	6
Cc1nc2ccccc2cc1OCc1ccc(F)cc1	-1	0.8	-15	11	-12	31	21	19	.	19
O=C(Cc1cccc2ccccc12)Nc1ccc(-c2cc3ccccc3oc2=O)cc1	0	-0.9	-18	0	-44	83	-4	81	-23	26
COc1ccc(C(=O)Nc2nc3ccc(S(C)(=O)=O)cc3s2)cc1	.	-3.8	.	5	-58	99	5	95	-3	15
Cc1ccc(-c2cc(C)nc3nc(N)nn23)cc1	.	0.2	-6	3	5	88	-3	85	-15	4
COc1cc(C)ccc1OCCOCCOc1ccc([N+](=O)[O-])cc1	-5	1.6	-8	8	-12	97	6	97	.	9
CCOc1ccc(-c2nnc(-c3cccs3)o2)cc1	.	1.3	-9	7	-9	99	-4	96	5	7
O=C(NC(=S)NCC1CCCO1)C(c1ccccc1)c1ccccc1 (stereo not given)	-9	1.4	2	4	-11	91	-1	100	2	10
Cc1ccc(-c2nnc(SCC(=O)NC3CCS(=O)(=O)C3)nc2-c2ccc(C)cc2)cc1 (stereo not given)	-6	-3.1	-1	4	-22	85	1	91	10	3
